CCHF vOTU inh = CCHFV vOTU protease inhibitors, primary screen, biochemical, Pep-AMC substrate, fluorescence | inhibition, % at 11.5 µM | Crimean-Congo hemorrhagic fever virus L polyprotein viral ovarian tumor (vOTU) protease … | actives 0.55% (n = 370,000) | AID 651958, 2012; also: 0% = vehicle wells with enzyme and 100% = no enzyme wells
Mtb FBA inh = Mtb FBA enzyme inhibitors, primary screen, biochemical, fluorescence, strain H37Rv | purified M. tuberculosis FBA, fluorescence read-out | inhibition, % at 1 µM | actives 2.3% (n = 360,000) | AID 588726, 2011; in the data active = inhibition above about 27%;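 also: 0% = vehicle and 100% = reference inhibitor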
Target sequence (P9WQA3 whole entry, looked up): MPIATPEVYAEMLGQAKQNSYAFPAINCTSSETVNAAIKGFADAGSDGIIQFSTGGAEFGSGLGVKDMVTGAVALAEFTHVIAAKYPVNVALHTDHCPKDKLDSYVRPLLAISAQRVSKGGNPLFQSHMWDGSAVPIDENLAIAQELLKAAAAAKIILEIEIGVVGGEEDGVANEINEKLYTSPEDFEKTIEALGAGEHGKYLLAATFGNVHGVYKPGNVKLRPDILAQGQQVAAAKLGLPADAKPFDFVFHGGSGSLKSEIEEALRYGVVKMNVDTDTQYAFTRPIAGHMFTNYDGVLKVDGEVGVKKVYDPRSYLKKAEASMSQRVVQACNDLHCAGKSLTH
Mtb BioA inh = M. tuberculosis BioA enzyme inhibitors, primary screen, biochemical, plate reader, single point, HTS. purified M. tuberculosis BioA enzyme. inhibition, % at 9.99 µM. actives 0.096% (n = 360,000). AID 602481, 2012; in the data active = inhibition above about 40%; inconclusive = no clear call, values can overlap the other calls
PrPC TRFRET = inhibitors of human cell surface prion protein PrPC, primary screen, cell-based, TR-FRET; Major prion protein (Homo sapiens), P04156; TR-FRET read-out; inhibition, % at 13.8 µM; actives 0.43% (n = 370,000); in the data active = inhibition above about 24%; also: 0% = median of the test wells and 100% = reference compound wells
Mtb UGM inh = M. tuberculosis UGM enzyme inhibitors, primary screen, biochemical, fluorescence polarization, single point; actives 0.06% (n = 320,000); UDP-galactopyranose mutase (Mycobacterium tuberculosis (strain ATCC 25618 / H37Rv)), …; purified UGM, fluorescence polarization probe displacement; inhibition, % at 10 µM; in the data active = inhibition above about 10%, passing the limit was not always enough; inconclusive = no clear call, values can overlap the other calls
Target sequence (P9WIQ1 whole entry, looked up): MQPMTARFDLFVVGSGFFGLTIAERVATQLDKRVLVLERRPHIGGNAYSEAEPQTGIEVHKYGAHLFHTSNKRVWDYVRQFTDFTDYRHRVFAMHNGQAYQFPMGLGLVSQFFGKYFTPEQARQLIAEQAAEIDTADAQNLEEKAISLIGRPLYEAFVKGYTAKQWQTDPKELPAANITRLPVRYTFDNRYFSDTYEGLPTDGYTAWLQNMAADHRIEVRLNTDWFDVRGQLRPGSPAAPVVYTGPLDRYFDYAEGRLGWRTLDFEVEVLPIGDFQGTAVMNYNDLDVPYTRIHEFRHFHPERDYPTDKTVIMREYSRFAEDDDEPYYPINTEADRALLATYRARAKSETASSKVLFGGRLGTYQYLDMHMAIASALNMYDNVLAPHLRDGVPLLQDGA
BoNT-F LC inh = BoNT/F light chain protease inhibitors, primary screen, biochemical, flow cytometry, MLPCN library. Botulinum neurotoxin type F light chain protease (Clostridium botulinum). Multiplex microsphere protease cleavage assay. inhibition, % at 10 µM. actives 0.22% (n = 360,000); in the data active = inhibition above about 35%, passing the limit was not always enough; inconclusive = no clear call, values can overlap the other calls; also: plate controls were buffer without enzyme for full effect and enzyme alone for no effect
BoNT A protease = BoNT/A light chain protease inhibitors, primary screen, biochemical, flow cytometry, MLPCN library. multiplex microsphere protease substrate cleavage. actives 0.17% (n = 360,000). inhibition, % at 10 µM; in the data active = inhibition above about 30%; inconclusive = no clear call, values can overlap the other calls; also: plate controls were buffer without enzyme for full effect and enzyme alone for no effect
GDH-TPI counter = GDH-TPI coupling enzyme inhibitors, primary screen, artefact control for M. tuberculosis FBA inhibitor project, biochemical, absorbance, full deck; inhibition, % at 4.8 µM; actives 1.2% (n = 360,000); GDH-TPI coupled enzyme counterscreen, NADH absorbance;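 also: 0% = DMSO wells and 100% = wells lacking the enzyme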
FadD28 FP inh = inhibitors of FadD28 bisubstrate probe binding, primary screen, biochemical, fluorescence polarization, single point; actives 0.22% (n = 360,000); AID 588549, 2011; inhibition, % at 12.5 µM; in the data active = inhibition above about 8.5%, passing the limit was not always enough; inconclusive = no clear call, values can overlap the other calls
An asterisk follows results filed as active; ? = inconclusive; . = no result given. Rule as the data show it, unless noted: active = inhibition above about 30%; inactive = the rest.

molecule	CCHF vOTU inh	Mtb FBA inh	Mtb BioA inh	PrPC TRFRET	Mtb UGM inh	BoNT-F LC inh	BoNT A protease	GDH-TPI counter	FadD28 FP inh
CCn1c(CC(=O)Nc2ccc(C)c(Cl)c2)nnc1SCc1ccc(Cl)c(Cl)c1	6.9	-2.6	-0.3	-0.1	-0.5	0.4	1.0	0.0	-5.4
COc1ccccc1CNC(=O)[C@@H](NC(=O)C1CCN(C(=O)[C@@H]2CCCN2)CC1)C(C)C	-1.1	-1.4	0.0	5.0	0.2	-0.2	-1.1	3.5	-0.5
COC(=O)C1C(=O)OC(C)(C)C1C(C)C(=O)c1ccc(C)cc1C (stereo not drawn)	3.0	-0.1	.	9.0	-4.0	1.6	0.0	-3.5	-0.8
CCCCCCn1c(COc2ccccc2F)nnc1SCC(=O)N1c2ccccc2NC(=O)C1(C)C	20.5	-1.0	0.3	-2.9	-2.8	7.3	?	8.1	-5.8
Clc1ccc2oc(-c3ccccn3)nc2c1	4.4	18.9	-2.0	-0.6	-3.1	2.7	1.3	-0.8	-2.5
CC(C)(C)NC(=O)NC(=O)COc1ccccc1C#N	-2.5	1.2	-1.5	3.2	0.4	-0.3	0.1	4.1	-2.5
COc1cccc(NC(=O)c2ncn[nH]2)c1	-0.1	5.7	-1.3	-2.8	0.4	0.3	-1.0	-0.6	0.6
COc1cccc(-n2c(SCC(=O)Nc3cc(C)on3)nc3c([nH]c4ccccc43)c2=O)c1	1.7	2.1	1.0	2.8	-1.4	-9.3	-0.6	-0.5	-2.8
CCSC(SCC)[C@H](O)[C@@H](O)[C@H](O)[C@H](O)CO	1.3	1.0	-0.9	4.7	-0.9	6.0	0.8	-3.6	1.0
O=C(c1cc2c(F)cccc2s1)N1CCCC1	-11.5	-1.1	.	3.2	-1.2	-0.2	0.0	-0.4	-1.7
COc1ccc(C(=O)NCC(=O)Nc2ccc(-c3ccccc3)cc2)cc1	0.5	-2.2	.	2.2	2.9	14.0	2.1	1.5	0.3
COc1ccc(CN(Cc2cccn2C)S(=O)(=O)c2ccccc2)cc1	11.0	6.7	.	8.2	-0.5	?	?	4.9	0.6
N#Cc1c(-c2ccccc2)ccn(Cc2ccc(Cl)cc2)c1=O	1.0	4.6	0.2	4.1	-1.0	-3.5	0.1	17.2	-4.1
Cc1cccnc1NC(=O)CCn1c(=O)oc2ccccc21	-2.5	5.2	-1.9	-1.4	-0.8	-10.1	-0.3	3.5	0.6
CCOC(=O)C1CCN(S(=O)(=O)c2cc3c4c(c2)C(C)C(=O)N4CCC3)CC1 (stereo not drawn)	12.1	3.9	0.5	-3.0	-0.5	1.2	1.2	6.9	-3.9
N#CC1=C2SCC(O)(c3ccccc3)N2C(=O)CC1c1ccccc1 (stereo not drawn)	5.8	0.4	4.6	0.1	-0.1	-13.3	-1.0	4.5	-4.1
Cc1ccc(N(CC(=O)NCc2ccccc2Cl)S(=O)(=O)c2cccs2)cc1	7.5	-1.4	.	2.2	-1.7	-6.3	0.9	10.8	-5.1
COc1cc(C2CC(=O)c3cnc(N4CCN(Cc5ccccc5)CC4)nc3C2)cc(OC)c1OC (stereo not drawn)	11.2	0.3	.	2.9	1.9	-15.4	0.5	8.3	-1.4
Oc1ccc[n+](CC(O)c2ccccc2)c1 (stereo not drawn)	6.5	3.0	0.2	-6.9	-0.7	-9.3	-0.7	7.8	0.3
Cn1c(=O)c2c(nc(SCC(=O)N3CCc4ccccc4C3)n2C)n(C)c1=O	-1.5	2.3	.	1.4	-2.1	-5.8	-1.2	8.6	-1.0
COCC(=O)Nc1nc2n(n1)C(c1ccc(Cl)cc1)CC(c1ccc(OC)cc1)N2 (stereo not drawn)	-27.5	26.2	7.1	-6.8	-5.0	-8.3	0.2	-10.6	-2.8
CCOc1ccccc1Oc1cn[nH]c1-c1ccc(OCC(=O)NN)cc1O	7.4	-1.2	-1.9	2.5	0.9	-36.7	-2.5	5.0	-0.2
c1ccc(CNCCc2ccc3c(c2)OCO3)nc1	8.3	2.8	.	5.4	-1.7	10.3	0.9	6.1	-1.1
CCNC(=S)N/N=C/c1c(C)nn(-c2cccc(Cl)c2)c1Cl	-14.2	4.8	.	8.2	0.5	-11.3	-1.5	15.1	-2.3
Cc1ccc2ccc(C3C(=O)c4ccccc4C3=O)nc2c1	-12.9	-0.1	-0.7	1.0	3.0	-12.5	1.1	11.4	0.0
Cc1cc(C(=O)CSc2nc3ccccc3n2CCC#N)c(C)n1Cc1cccs1	-0.3	1.2	-0.3	-1.4	0.0	-14.0	-3.5	12.1	-5.3
Cc1sc2nc(SCC(=O)NCc3ccco3)[nH]c(=O)c2c1C	6.3	-1.0	-2.0	5.0	2.5	-6.0	-1.5	18.8	-0.5
Cc1cccc(OCC(O)Cn2c(NCc3cccnc3)nc3c2c(=O)[nH]c(=O)n3C)c1 (stereo not drawn)	8.1	-2.1	3.5	0.6	-3.1	3.1	0.6	14.3	-1.6
OC1CCCC1	-4.3	1.3	-3.5	2.8	1.2	3.5	0.2	-1.4	-0.6
CC(C)(C)OC(=O)NCCOC(=O)c1[nH]cnc1C(=O)NCc1ccccc1	12.1	1.4	0.0	-0.6	-0.8	0.9	-0.4	-12.3	-3.9
O=c1nc(SCc2ccc(Cl)cc2)nc(-c2ccccc2)[nH]1	-4.3	-1.0	2.1	-4.6	0.5	?	0.2	-1.5	-1.9
CCOC(=O)C1(Cc2cccc(Cl)c2)CCCN(C(=O)c2occc2C)C1 (stereo not drawn)	4.0	0.2	-1.1	11.4	-2.3	-1.1	-0.2	-1.9	-0.3
O=c1[nH]c2ccc(F)cc2[nH]c1=O	-6.7	0.2	.	5.2	1.5	2.6	-0.3	2.8	-2.2
CCc1nc2ccc(C(=O)NCCCN3CCCC3=O)cn2c1N(C)C(=O)Nc1ccccc1OC	11.5	1.6	1.1	4.2	.	-10.7	-1.0	-10.1	-0.5
Cc1cc(/C=N/NC(=O)c2ccncc2)c(C)n1-c1cccc(C(F)(F)F)c1	2.1	0.9	.	-0.2	0.9	-1.1	-0.2	12.1	-0.6
CCOC(=O)c1c(C)oc2c1c(C=NCCC(=O)O)c(O)c1ccccc12	9.5	-2.3	1.6	-3.4	-1.4	-5.8	-1.5	1.9	5.5
CCS(=O)(=O)c1nc(S(=O)(=O)c2ccc(C)cc2)c(N2CCCCCC2)s1	19.2	-1.7	1.3	-2.7	.	-3.3	0.0	16.8	-0.2
CCN(CC)C(=O)Oc1ccc(Br)c2ccccc12	-13.5	5.9	1.5	-23.7	0.1	-2.1	-0.3	-6.4	-3.5
COc1ccc(NC(=O)c2ccc3c(c2)NC(=O)CS3)cc1	16.2	3.1	-0.3	9.9	-1.8	-2.3	-0.3	1.8	-0.4
CCn1c(SCC(=O)Nc2ccccc2)nnc1-c1ccc(S(=O)(=O)N2CCOCC2)cc1	5.0	0.5	2.0	4.5	-1.9	0.2	0.1	-1.8	1.3

Among those listed so far, 4 contain a thiophene ring, fused or not:
molecule	CCHF vOTU inh	Mtb FBA inh	Mtb BioA inh	PrPC TRFRET	Mtb UGM inh	BoNT-F LC inh	BoNT A protease	GDH-TPI counter	FadD28 FP inh
O=C(c1cc2c(F)cccc2s1)N1CCCC1	-11.5	-1.1	.	3.2	-1.2	-0.2	0.0	-0.4	-1.7
Cc1ccc(N(CC(=O)NCc2ccccc2Cl)S(=O)(=O)c2cccs2)cc1	7.5	-1.4	.	2.2	-1.7	-6.3	0.9	10.8	-5.1
Cc1cc(C(=O)CSc2nc3ccccc3n2CCC#N)c(C)n1Cc1cccs1	-0.3	1.2	-0.3	-1.4	0.0	-14.0	-3.5	12.1	-5.3
Cc1sc2nc(SCC(=O)NCc3ccco3)[nH]c(=O)c2c1C	6.3	-1.0	-2.0	5.0	2.5	-6.0	-1.5	18.8	-0.5

(cont.)
molecule	CCHF vOTU inh	Mtb FBA inh	Mtb BioA inh	PrPC TRFRET	Mtb UGM inh	BoNT-F LC inh	BoNT A protease	GDH-TPI counter	FadD28 FP inh
CC1CC(C)CN(c2ccc(C(=O)OCC(=O)NC3CCCc4ccccc43)cc2[N+](=O)[O-])C1 (stereo not drawn)	3.0	15.4	.	4.0	-0.8	-4.9	-0.8	-8.1	1.4
O=c1[nH]c(-c2ccccc2)c(-c2ccccc2)nc1[N+](=O)[O-]	-11.6	2.5	.	-2.9	-0.2	-5.0	2.5	-0.3	-2.3
Cc1ccc(-c2nc3ccccc3c(=O)n2-c2cccc(C)n2)cc1	0.4	-0.1	.	-3.9	0.9	-2.0	-1.3	0.0	-1.5
COc1ccc(C2C3=C(Nc4ncnn42)c2ccccc2CCC3)cc1 (stereo not drawn)	-9.9	18.3	17.7	6.5	2.7	-4.7	-0.4	-3.3	2.5
O=C(Nc1cccc(F)c1)NC1(C(=O)N2CCN3CCCC3C2)CCCCC1 (stereo not drawn)	-3.5	-4.0	0.6	9.6	1.5	-10.0	0.7	0.5	-1.3
Cc1c(Cl)cccc1NC(=O)CCCn1cnc([N+](=O)[O-])n1	3.5	0.2	1.6	0.5	.	5.4	-0.8	-3.7	-3.6
CCOc1ccc(C2N(c3cc(Cl)ccc3OC)C(=O)C3CCCN32)cc1OC (stereo not drawn)	4.6	0.3	-1.9	-3.7	-2.3	-3.1	-0.9	5.9	-2.8
O=S(=O)(/N=C(\Sc1ccccc1)c1ccccc1)c1ccc(Cl)cc1	5.0	1.9	0.1	6.2	-2.3	-19.4	-0.8	10.8	-0.7
COc1ccccc1C(=O)NCC(=O)Nc1ccc2c(c1)CCC2	2.4	-3.5	-0.8	0.3	-2.6	-0.9	-2.0	2.5	.
CCOC(=O)/C=C/C(=O)Nc1cccc([N+](=O)[O-])c1	.	-0.6	.	.	-2.8	6.7	1.6	-1.9	-4.1
COc1ccc(CCn2nnnc2C(CC(C)C)N2CCC(C(N)=O)CC2)cc1OC (stereo not drawn)	-0.4	2.7	2.7	7.6	-2.3	-30.5	-1.3	9.1	-3.3
CCN1CCN(c2nc(-c3ccccc3)c3ccccc3n2)CC1	-45.4	12.7	7.9	-10.2	0.4	17.0	2.4	-0.7	-1.1
C/C(=N/NC(=O)CCc1ccccc1)c1ccc2c(c1)OCO2	-6.0	-1.8	1.5	5.9	3.8	4.7	1.5	-8.8	-1.1
CCNC(=O)CC1C(=O)N(c2ccc(F)cc2)C(=O)N1Cc1cccs1 (stereo not drawn)	-4.8	-3.2	-0.2	7.2	1.1	2.4	0.0	23.5	-2.1
O=C(Nc1ccc2c(c1)OCO2)C(c1ccc(Cl)cc1)N1CCN(C(=O)c2ccco2)CC1 (stereo not drawn)	2.8	3.3	4.1	-7.9	1.3	9.9	-0.8	-2.9	-1.1
COc1ccc2c(c1)C(C)CC(C)(C)N2C(=O)CSc1nc2ccccc2s1 (stereo not drawn)	3.7	3.7	-1.4	3.3	3.4	?	0.6	-2.7	-1.6
CNC(=O)C(=O)NCCCN1CCOCC1	-8.6	-1.2	.	2.6	-0.7	-3.3	0.1	-1.6	-1.4
NC(=S)N/N=C/c1ccc(OC(=O)c2cccnc2)cc1	6.3	-2.4	-3.1	-1.3	-0.7	8.3	1.7	6.0	-1.2
CCN(CC)CCCN=Cc1c(O)n(-c2c(C)cccc2C)c(=O)c2ccccc12	-11.9	7.1	19.2	3.1	-1.8	12.2	-0.4	11.1	-1.0

Assay outcomes from PubChem BioAssay.
